BAZ2B inh: inhibitors of human BAZ2B bromodomain; AlphaScreen BAZ2B-H3K14Ac peptide displacement; hit rate 4.4% among 360,000; Potency, µM (highest dose often 114 µM), for inactives: top-dose activity change, negative = inhibition, most hits filed as inhibitors; note: % is set by controls: 0 for no effect and ±100 for the full control effect; nearly all actives have a fitted effect of over 60% in size
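AlphaScreen displacement of biotin-H3(5-23)K14Ac peptide (50 nM final) from BAZ2B (50 nM final) in PBS pH 7.4, 0.01% Tween-20; complex preformed 30 min RT, then compounds (top 110 uM) 30 min RT, beads 20 min dark.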
APE1 inh: inhibitors of human APE1 endonuclease | P27695 | recombinant APE1, TAMRA/BHQ-2 abasic DNA cleavage fluorescence | Potency, µM (doses to about 65.8 µM), for inactives: top-dose activity change, negative = inhibition, usual class: inhibitors | hit rate 0.35% among 350,000 | AID 2517;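 note: plate controls were vehicle for no effect and reference inhibitor for full effect; nearly all actives have a fitted effect of over 55% in size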
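Readout is kinetic fluorescence (ex 525, em 598 nm) from cleavage of 50 nM TAMRA/BHQ-2 THF abasic duplex by 0.75 nM APE1, compound added 15 min beforehand at RT.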
Pol eta inh: inhibitors of human DNA polymerase eta. recombinant Pol eta, fluorescent DNA replication assay. Potency, µM (top dose mostly 114 µM), for the others: at the top dose activity change, negative = inhibition, most hits filed as inhibitors. hit rate 1.2% among 390,000; note: % is set by controls: 0 for no effect and ±100 for the full control effect
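Pol eta at 10 nM preincubated with compounds 15 min at room temperature; reaction started with fluorescent substrate (50 nM final) and read kinetically at 0 and 10 min.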
Apoferritin bind: binds horse apoferritin like a general anesthetic. hit rate 0.074% among 350,000. apoferritin/1-aminoanthracene competitive binding, fluorescence. Potency, µM (top dose mostly 77.5 µM), inactives show at the highest dose activity change, negative = displacement, hits mostly inhibitors; note: % is set by controls: 0 for no effect and ±100 for the full control effect; nearly all actives have a fitted effect of over 20% in size
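Steps: apoferritin (10 uM) was premixed with half-saturated 1-AMA in PBS, compounds were pin-transferred, plates stood 10 min at room temperature, fluorescence was read at 380/535 nm, and curves were fitted with a Hill equation.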
Pol beta inh: inhibitors of human DNA polymerase beta | Potency, µM (top dose mostly 114 µM), inactives show at the top dose activity change, negative = inhibition, hits mostly inhibitors | P06746 | hit rate 1.3% among 340,000 | AID 485314 | Pol beta primer extension/strand displacement, fluorescence kinetic; note: % is set by controls: 0 for no effect and ±100 for the full control effect
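Enzyme-only controls used 10 nM Pol beta; buffer lacking enzyme served as negative control. Compound preincubated 15 min, then 50 nM substrate added; 0 and 10 min reads at room temperature.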
Pol kappa inh: DNA polymerase kappa (human) inhibition | Q9UBT6 | purified Pol kappa, fluorescent DNA synthesis assay, 10 min | Potency, µM (doses to about 107 µM), without a hit: at the top dose activity, negative = inhibition, hits mostly inhibitors | hit rate 0.53% among 400,000; note: % is set by controls: 0 for no effect and ±100 for the full control effect
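Kinetic fluorescence screen: compound preincubated 15 min RT with 10 nM enzyme; 50 nM substrate (final) initiates; reads at 0/10 min.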
G9a block: G9a (human) methyltransferase inhibition; Q96KQ7; G9a H3K9 monomethylation, AlphaScreen, 2 h; Potency, µM (top dose mostly 102 µM), without a hit: top-dose activity, negative = inhibition, usual class: inhibitors; hit rate 8.8% among 350,000; AID 504332; note: % is set by controls: 0 for no effect and ±100 for the full control effect; nearly all actives have a fitted effect of over 75% in size
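Methyltransferase reactions run at room temperature for 2 h (20 nM enzyme, 500 nM biotin-H3K9 peptide, 20 uM SAM) after a 15 min compound preincubation; product detected by AlphaScreen beads and anti-H3K9me1 antibody.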
BLM inh: Bloom syndrome helicase (human) inhibition; recombinant BLM DNA unwinding, fluorescence dequenching; Potency, µM (top dose mostly 56.1 µM), without a hit: top-dose activity change, negative = inhibition, hits mostly inhibitors; hit rate 0.2% among 350,000; AID 2528;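 note: plate controls were vehicle for no effect and no enzyme for full effect; nearly all actives have a fitted effect of over 35% in size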
Pol iota inh: DNA polymerase iota (human) inhibition. Q9UNA4. Pol iota fluorescent replication assay, 10 min. Potency, µM (doses to about 115 µM), without a hit: top-dose activity, negative = inhibition, actives largely listed as inhibitors. hit rate 1% among 390,000. AID 588590
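Pol iota at 10 nM preincubated 15 min with compounds at room temperature; reaction started with fluorescent substrate, 50 nM final. Fluorescence read kinetically at 0 and 10 min; buffer-only wells as negative control.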
Starred values were filed as active, the others as inactive; ? = inconclusive; . = no result given; [ ] = dose if it differs, or a comment. Calls come from the whole dose curve; as a rule, active = well fitted curve in the direction sought with a large enough effect; inconclusive = small, poorly fitted or top-dose-only effect, or another doubt; inactive = no such curve, though single readings can be large; an effect the other way counts as inactive or inconclusive. Potency is the fitted concentration of half-maximal effect. Not all compounds are listed. The share of hits here may be higher or lower than overall.

Results follow in this order: BAZ2B inh, APE1 inh, Pol eta inh, Apoferritin bind, Pol beta inh, Pol kappa inh, G9a block, BLM inh, Pol iota inh
CCN(c1ccc(NC(=O)CSc2nnc3nc(C)cc(C)n23)cc1)C(C)C
  ?, 8%, ?, ?, -2%, 0%, 45µM*, -5%, 12%
Nc1nc(-c2cccnc2)nn1C(=O)COc1ccccc1
  -4%, 1%, -10%, -2%, 13%, 3%, 3%[12.7 µM], 1%, 31%[activator]
Cc1cc(NC(=O)CN2C(=O)NC(CC(C)C)C2=O)no1 (stereo unspecified)
  ., 37%, -1%, ., ., -6%, ., ., -15%
Cc1ccc(OCC(=O)Nc2cccc(-c3nc4ccccc4s3)c2)cc1
  1%, ., -21%, -3%, ?, -29%, 2.5µM*, -11%, 0%
O=C(O)c1ccc(/C=C2/SC(=S)N(Cc3ccccc3)C2=O)cc1
  ?, 9%, -16%, -3%, -28%, -3%, ?, -2%, -18%
CC(Sc1nnc(Cc2cccs2)n1C1CCCCC1)C(=O)NCc1ccco1 (stereo unspecified)
  -6%, 1%, -18%, -20%, 4%, -3%, ?, -1%, 0%
N#C/C(=C\c1cn[nH]c1-c1ccc(Cl)cc1)C(=O)NC1CC1
  -1%, -8%, -7%, 1%, 6%, 3%, -7%[59 µM], 1%, -16%
Cc1ccc2cc(CN(CC3CCCO3)C(=O)c3cccs3)c(=O)[nH]c2c1 (stereo unspecified)
  -12%, 1%, -23%, 2%, 13%, 6%, 5%, -3%, 11%
Cc1nc2ccc(NC(=O)c3cc(Cl)ccn3)cc2s1
  79µM*, 65%, -1%, -6%, 7%, 2%, 45µM*, 2%, 18%
CCOc1ccc(NC(=O)N2CCC(CN3CCCCCC3)CC2)cc1
  ?, ., -7%, 3%, 0%, -12%, ?, -9%, -3%
CN(CC(=O)Nc1ccc(F)c(F)c1F)C(=O)/C=C/c1ccco1
  ., -40%, ?, ., ., -38%, ., ., 50µM*
CCCN1CCN(CCCNC(=O)c2ccc3nc(N4CCCCC4)sc3c2)CC1
  2%, 26%, -5%, -21%, 35%, -11%, ?, 2%, 11%
COc1ccc(C(=O)c2cn(Cc3ccc(C)cc3)c3cc4c(cc3c2=O)OCO4)cc1
  18%, ., 1%, 8%, 2%, -6%, 27%[59 µM], -2%, -9%
CCc1ccccc1NC(=O)Cn1c(=O)nc(-c2ccccc2)c2ccccc21
  -16%, ., -12%, 29%, 0%, -11%[60.1 µM], 14%[59 µM], -1%, 5%
N/C(=N\OC(=O)/C=C/c1ccccc1Cl)c1ccncc1
  1%, 10%, -6%, -11%, 8%, -1%, 0%[59 µM], -4%, 31%[activator]
C[C@H](CO)N1C[C@H](C)[C@@H](CN(C)S(=O)(=O)c2ccccc2)Oc2c(NS(=O)(=O)c3cccs3)cccc2C1=O
  ., 14%, 1%, ., ., 0%, ., ., 14%
CCOC(=O)C1=NNC(C(=O)c2ccc(OC)cc2)C1c1ccccc1 (stereo unspecified)
  -3%, -2%, ?, ?, 18%, -27%, 56µM*, -4%, 15%
NC1=NC2(CCCCCC2)n2c(nc3ccccc32)N1
  -7%, 4%, -13%, -12%, 35%[activator], -6%, 5%, 1%, 10%
COc1cc(Cl)c(C)cc1NC(=O)c1ccc2c(c1)OCO2
  -25%, 35%, 4%, 1%, 5%, 6%, -24%, -2%, 21%
CCn1c(/N=C/c2ccc(OC)cc2O)nc2ccccc21
  -12%, 22%, -7%, -5%, 21%, -9%, 11%[59 µM], -2%, -10%

Later entries:
Results follow in this order: BAZ2B inh, APE1 inh, Pol eta inh, Apoferritin bind, Pol beta inh, Pol kappa inh, G9a block, BLM inh, Pol iota inh
C[C@H](NC(=O)C1CC(=O)N(c2ccc3c(c2)OCCO3)C1)C(=O)NC1CCCC1 (stereo partly specified)
  -11%, 19%, -19%, -5%, 29%, 2%, 2%, -1%, 15%
COc1ccc(CCNc2ncnc3c2nnn3Cc2ccccc2)cc1
  -21%, -6%, 4%, -14%, -18%, 2%, 5%, -3%, 123%[activator]
Cc1ccc(CS(=O)(=O)CCC(=O)NCc2ccc(F)cc2)cc1
  -3%[57.1 µM], 59%[activator], -17%, 3%, -1%, 1%, 1%, 0%, 44%[activator]
CCC(/C=C1\Sc2ccc(OC)cc2N1CC)=C\c1sc2ccc(OC)cc2[n+]1CCCS(=O)(=O)[O-]
  22µM*, ?, ?, -17%, 8.9µM*, 23%[60.1 µM], 20µM*, 4%, 121%[activator]
CCOC(=O)C(NCc1ccccc1OC)(NC(=O)CC)C(F)(F)F (stereo unspecified)
  -10%, 18%, -10%, -9%, 46%, 11%, 6%[0.0925 µM], -4%, -13%
COc1ccc(OCCC(=O)OCC(=O)NCCC2=CCCCC2)cc1
  -17%, 4%, -9%, ?, -6%, 3%, -19%, -4%, 46%[activator]
O=C(O)c1oc2ccccc2c1CSc1ccc(Cl)cc1
  -3%, 19%, 0%, -8%, 12%, -16%, ?, 4%, -21%
CCOC(=O)c1cccc2c(=O)c(C(=O)c3ccc(Cl)cc3)c(C(=O)OC)[nH]c12
  3%, 3%, 5%, -7%, 1%, -7%, -12%[59 µM], -1%, 116%[activator]
CC1(C)NC(=O)N(CC(O)CN(c2ccccc2)S(=O)(=O)c2ccccc2)C1=O (stereo unspecified)
  7%, -6%, -14%, 1%, 15%, -6%, 1%, 1%, 25%
CC1CCCCC12NC(=O)N(CC(=O)OCC(=O)NC(=O)c1ccccc1)C2=O (stereo unspecified)
  2%, 39%[activator], -8%, ., ., 7%, -6%[12.7 µM], ., 4%
COc1ccc(CCNC(=O)COC(=O)c2ccc(Br)o2)cc1
  11%, 2%, -13%, -10%, 5%, -3%, ?, 2%, 20%
O=C1OC(Nc2ccc(Br)cn2)c2ccccc21 (stereo unspecified)
  -7%, -3%, 3%, -14%, -11%, -1%, -21%, -1%, 12%
O=C(Nc1cc(Cl)cc(Cl)c1)N1CCCN(Cc2ccccc2)CC1
  -6%, -3%, -22%, -12%, 28%, -5%, ., -6%, 146%[activator]
CCc1sc(C(=O)N(CCCOC)c2c(N)n(CC(C)C)c(=O)[nH]c2=O)cc1C
  -5%, -19%, -20%, ., ., 2%, 0.79µM*, ., 29%
CCOCCc1nn2c(=O)cc(CSCC(=O)Nc3ccccc3)nc2s1
  7%, 56%[activator], -18%, -13%, 25%, -1%, 10%, 0%, 21%
COc1ccc(-n2c(=O)cnc3cnc(N4CCNCC4)nc32)cc1
  ., -7%, ., ., ., -2%[60.1 µM], -8%[12.7 µM], 3%, .
C[C@H](CO)N1C[C@H](C)[C@@H](CN(C)S(=O)(=O)c2ccccc2)Oc2c(NS(=O)(=O)c3ccc(F)cc3)cccc2C1=O
  ., -6%, -15%, ., ., 8%, ., ., 29%
Cn1c(=O)c2c(ncn2CC(=O)N2CCN(C(=O)c3ccco3)CC2)n(C)c1=O
  -30%, 1%, -22%, -2%, 0%, -3%, 32%[12.7 µM], -11%, 140%[activator]
O=C(NC(=S)N1CCN(C/C=C/c2ccccc2)CC1)c1c(F)cccc1F
  -29%, -8%, -11%, 1%, 15%, -6%, ?, 0%, 173%[activator]
COc1ccccc1N1CCN(C(=O)COc2cccc3ccccc23)CC1
  -29%, -24%, -15%, -3%, -25%, -19%, 28%, -9%, -2%

One compound at a time (already shown):
Record of `Cc1ccc(CS(=O)(=O)CCC(=O)NCc2ccc(F)cc2)cc1` → BAZ2B inh: -3%[57.1 µM]; APE1 inh: 59%[activator]; Pol eta inh: -17%; Apoferritin bind: 3%; Pol beta inh: -1%; Pol kappa inh: 1%; G9a block: 1%; BLM inh: 0%; Pol iota inh: 44%[activator]
Record of `CCC(/C=C1\Sc2ccc(OC)cc2N1CC)=C\c1sc2ccc(OC)cc2[n+]1CCCS(=O)(=O)[O-]` → BAZ2B inh: 22µM*; APE1 inh: ?; Pol eta inh: ?; Apoferritin bind: -17%; Pol beta inh: 8.9µM*; Pol kappa inh: 23%[60.1 µM]; G9a block: 20µM*; BLM inh: 4%; Pol iota inh: 121%[activator]

Later entries.
Results follow in this order: BAZ2B inh, APE1 inh, Pol eta inh, Apoferritin bind, Pol beta inh, Pol kappa inh, G9a block, BLM inh, Pol iota inh
CN1CCN(C(=O)C2CCCCC2C(=O)O)CC1 (stereo unspecified)
  -4%, -3%, -16%, -4%, 3%, -3%, -12%, -7%, -24%
CCC(C(=O)OC)n1cnc2c(nnn2-c2ccc(C)cc2)c1=O (stereo unspecified)
  -5%, 21%, -9%, -17%, 7%, -12%, 8%, -2%, -8%
[2H]C([2H])(CCOS(N)(=O)=O)c1ccccc1
  4%, 18%, -21%, ?, 1%, 1%, ., 1%, -7%
CCOC(=O)C1(P(=O)(c2ccc(Cl)cc2)c2ccc(Cl)cc2)CCC1
  -12%, -6%, -5%, -15%, 0%, -5%, -42%[59 µM], -2%, -4%

5 entries already listed, sorted by count of non-hydrogen atoms, high to low:
Results follow in this order: BAZ2B inh, APE1 inh, Pol eta inh, Apoferritin bind, Pol beta inh, Pol kappa inh, G9a block, BLM inh, Pol iota inh
Cn1c(=O)c2c(ncn2CC(=O)N2CCN(C(=O)c3ccco3)CC2)n(C)c1=O
  -30%, 1%, -22%, -2%, 0%, -3%, 32%[12.7 µM], -11%, 140%[activator]
COc1ccccc1N1CCN(C(=O)COc2cccc3ccccc23)CC1
  -29%, -24%, -15%, -3%, -25%, -19%, 28%, -9%, -2%
CCOC(=O)C1(P(=O)(c2ccc(Cl)cc2)c2ccc(Cl)cc2)CCC1
  -12%, -6%, -5%, -15%, 0%, -5%, -42%[59 µM], -2%, -4%
CCC(C(=O)OC)n1cnc2c(nnn2-c2ccc(C)cc2)c1=O (stereo unspecified)
  -5%, 21%, -9%, -17%, 7%, -12%, 8%, -2%, -8%
CN1CCN(C(=O)C2CCCCC2C(=O)O)CC1 (stereo unspecified)
  -4%, -3%, -16%, -4%, 3%, -3%, -12%, -7%, -24%
